# TcdB GH inh: blocks C. difficile toxin B glycohydrolase activity; TcdB glycohydrolase enzymatic assay, plate reader; 0.24% of 350,000 active; AID 652162; inhibition, % at 9.99 µM; in the data active = inhibition above about 10%
# PfHsp40 yeast: rescue of PfHsp40-mediated yeast toxicity; S. cerevisiae expressing PfHsp40, growth rescue, ATP luminescence; growth rescue, % at 12.5 µM; 0.68% of 340,000 active; AID 504582; in the data active = growth rescue above about 28%, passing the limit was not always enough; inconclusive = no clear call, values can overlap the other calls;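 also: yeast W303a lacking pdr1 and pdr3 grown in galactose medium; growth measured after three days at 30 °C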
# Y pestis TopoI: blocks Yersinia pestis topoisomerase I activity; Y. pestis Topo-I cleavage product accumulation, plate reader; activity, % at 10 µM; AID 504884; 0.064% of 360,000 active; in the data active = activity above about 50%, passing the limit was not always enough; inconclusive = no clear call, values can overlap the other calls; also: inactives centre near 2
# FadD28 binding: blocks FadD28 binding to the bisubstrate probe. fluorescence polarization. inhibition, % at 12.5 µM. AID 588549. 0.22% of 360,000 active; in the data active = inhibition above about 8.5%, passing the limit was not always enough; inconclusive = no clear call, values can overlap the other calls
# Anthrax LF inh2: blocks Bacillus anthracis lethal factor protease. P15917. 0.12% of 360,000 active. AID 588501. inhibition, % at 10 µM. multiplex microsphere protease cleavage assay, LF; also: plate controls were buffer without enzyme for full effect and enzyme alone for no effect
# CCHFV vOTU inh: blocks the CCHF virus ovarian tumor domain protease | CCHFV vOTU protease, Pep-AMC fluorescence | 0.55% of 370,000 active | inhibition, % at 11.5 µM; in the data active = inhibition above about 30%; also: 0% = vehicle wells with enzyme and 100% = no enzyme wells
# PrPC TRFRET: inhibitors of human cell surface prion protein PrPC; P04156; 0.43% of 370,000 active; AID 720596; inhibition, % at 13.8 µM; TR-FRET read-out; in the data active = inhibition above about 24%; also: 0% = median of the test wells and 100% = reference compound wells
# BoNT A protease: BoNT A light chain protease inhibition; multiplex microsphere protease substrate cleavage, flow cytometry; inhibition, % at 10 µM; 0.17% of 360,000 active; AID 588499; also: plate controls were buffer without enzyme for full effect and enzyme alone for no effect
# BoNT-F LC inh: inhibitors of Botulinum neurotoxin F light chain protease. Multiplex microsphere protease cleavage assay, flow cytometry. inhibition, % at 10 µM. 0.22% of 360,000 active. AID 588497; in the data active = inhibition above about 35%, passing the limit was not always enough; inconclusive = no clear call, values can overlap the other calls; also: plate controls were buffer without enzyme for full effect and enzyme alone for no effect
# Starred values were filed as active, the others as inactive; u = inconclusive; x = not tested or not shown. Rule as the data show it, unless noted: active = inhibition above about 30%; inconclusive = no clear call, values can overlap the other calls; inactive = below that.
# Sample of the layout:
compound | TcdB GH inh | PfHsp40 yeast | Y pestis TopoI | FadD28 binding | Anthrax LF inh2 | CCHFV vOTU inh | PrPC TRFRET | BoNT A protease | BoNT-F LC inh
O=C(NCc1ccc(Cl)c(Cl)c1)c1cc(C2CCCCN2C(=O)c2cccs2)on1 (configuration not stated) | 4.1 | x | 34 | -10.0 | -6 | -5 | 3 | -8.1 | -39
CN1/C(=C/C=N/n2cnnc2)C(C)(C)c2ccccc21 | x | -0.9 | -5 | -3.5 | -8 | 2 | 9 | -1.1 | -10
CCCCN1C(=O)NC(NS(=O)(=O)c2ccc(N)cc2)(C(F)(F)F)C1=O (configuration not stated) | x | 0.5 | 8 | -0.6 | -6 | 4 | 1 | 1.9 | 2
COc1ccc(C(c2c[nH]c3ccccc23)c2c[nH]c3ccccc23)cc1O | -0.8 | 4.0 | -21 | 1.6 | -8 | 6 | -8 | -0.5 | -9
Cc1ccc2oc(=O)n(CCOc3ccccc3C)c2c1 | 1.0 | -0.8 | -6 | -0.9 | 1 | 16 | 3 | 0.0 | -7
COc1ccc(NC(=O)CN2C(=O)/C(=C3\SC(=S)N(C4CCS(=O)(=O)C4)C3=O)c3ccccc32)cc1 (configuration not stated) | 1.2 | x | 4 | -0.4 | -8 | 8 | -2 | 1.6 | -4
CN(C(=O)c1cccc(NC(=O)Cc2ccc(NC(=O)C3CCN(C(=O)c4ccccc4)CC3)cc2)c1)C1CCCC1 | -7.0 | -0.3 | 24 | -0.9 | -3 | 22 | 5 | 0.1 | -4
COc1ccc(S(N)(=O)=O)cc1C(=O)OCCCOC(=O)c1cc(S(N)(=O)=O)ccc1OC | 2.6 | -1.9 | 6 | -3.8 | -4 | 4 | -3 | 0.1 | 3
Cc1nn(-c2ccccc2)c2nc(N)c(C#N)c(-c3ccc(C(C)(C)C)cc3)c12 | 1.0 | -0.8 | 10 | 0.0 | x | -9 | 4 | x | x
Cc1cccc(N2CCN(C(=O)c3oc4ccc(Br)cc4c3C)CC2)c1C | 0.4 | 0.0 | 18 | -0.6 | 12 | 8 | 9 | 2.6 | 5
Cc1nn(C)c(C)c1N1C(=O)c2cccc3c(Br)ccc(c23)C1=O | x | 1.2 | 0 | 0.4 | -2 | 12 | -16 | 0.2 | 4
CCC(C)(C)NC(=O)c1cc(OC)c(OC)cc1[N+](=O)[O-] | x | -0.1 | 5 | -3.4 | -2 | 2 | -3 | 0.1 | -1
Cc1cnc(C(=O)OCC(=O)Nc2cccc3ccccc23)cn1 | 1.2 | -0.7 | -3 | -4.0 | 1 | -7 | -3 | 0.2 | 0
S=C(Nc1ccccc1)c1nc2ccccc2s1 | 1.3 | 0.0 | -2 | 2.3 | 0 | 3 | -1 | -0.9 | -5
Nc1cc(N)c2c(c1)C(=O)c1ccccc1-2 | 2.3 | 4.7 | -13 | -4.4 | -13 | 0 | -9 | 0.1 | -8
COc1cccc(N2CC(C(=O)NC3CCCCC3)CC2=O)c1 (configuration not stated) | x | 0.5 | 7 | -0.4 | -2 | -4 | -3 | 0.2 | 1

# This part in full, from the first entry:
compound | TcdB GH inh | PfHsp40 yeast | Y pestis TopoI | FadD28 binding | Anthrax LF inh2 | CCHFV vOTU inh | PrPC TRFRET | BoNT A protease | BoNT-F LC inh
O=C(NCc1ccc(Cl)c(Cl)c1)c1cc(C2CCCCN2C(=O)c2cccs2)on1 (configuration not stated) | 4.1 | x | 34 | -10.0 | -6 | -5 | 3 | -8.1 | -39
CN1/C(=C/C=N/n2cnnc2)C(C)(C)c2ccccc21 | x | -0.9 | -5 | -3.5 | -8 | 2 | 9 | -1.1 | -10
CCCCN1C(=O)NC(NS(=O)(=O)c2ccc(N)cc2)(C(F)(F)F)C1=O (configuration not stated) | x | 0.5 | 8 | -0.6 | -6 | 4 | 1 | 1.9 | 2
COc1ccc(C(c2c[nH]c3ccccc23)c2c[nH]c3ccccc23)cc1O | -0.8 | 4.0 | -21 | 1.6 | -8 | 6 | -8 | -0.5 | -9
Cc1ccc2oc(=O)n(CCOc3ccccc3C)c2c1 | 1.0 | -0.8 | -6 | -0.9 | 1 | 16 | 3 | 0.0 | -7
COc1ccc(NC(=O)CN2C(=O)/C(=C3\SC(=S)N(C4CCS(=O)(=O)C4)C3=O)c3ccccc32)cc1 (configuration not stated) | 1.2 | x | 4 | -0.4 | -8 | 8 | -2 | 1.6 | -4
CN(C(=O)c1cccc(NC(=O)Cc2ccc(NC(=O)C3CCN(C(=O)c4ccccc4)CC3)cc2)c1)C1CCCC1 | -7.0 | -0.3 | 24 | -0.9 | -3 | 22 | 5 | 0.1 | -4
COc1ccc(S(N)(=O)=O)cc1C(=O)OCCCOC(=O)c1cc(S(N)(=O)=O)ccc1OC | 2.6 | -1.9 | 6 | -3.8 | -4 | 4 | -3 | 0.1 | 3
Cc1nn(-c2ccccc2)c2nc(N)c(C#N)c(-c3ccc(C(C)(C)C)cc3)c12 | 1.0 | -0.8 | 10 | 0.0 | x | -9 | 4 | x | x
Cc1cccc(N2CCN(C(=O)c3oc4ccc(Br)cc4c3C)CC2)c1C | 0.4 | 0.0 | 18 | -0.6 | 12 | 8 | 9 | 2.6 | 5
Cc1nn(C)c(C)c1N1C(=O)c2cccc3c(Br)ccc(c23)C1=O | x | 1.2 | 0 | 0.4 | -2 | 12 | -16 | 0.2 | 4
CCC(C)(C)NC(=O)c1cc(OC)c(OC)cc1[N+](=O)[O-] | x | -0.1 | 5 | -3.4 | -2 | 2 | -3 | 0.1 | -1
Cc1cnc(C(=O)OCC(=O)Nc2cccc3ccccc23)cn1 | 1.2 | -0.7 | -3 | -4.0 | 1 | -7 | -3 | 0.2 | 0
S=C(Nc1ccccc1)c1nc2ccccc2s1 | 1.3 | 0.0 | -2 | 2.3 | 0 | 3 | -1 | -0.9 | -5
Nc1cc(N)c2c(c1)C(=O)c1ccccc1-2 | 2.3 | 4.7 | -13 | -4.4 | -13 | 0 | -9 | 0.1 | -8
COc1cccc(N2CC(C(=O)NC3CCCCC3)CC2=O)c1 (configuration not stated) | x | 0.5 | 7 | -0.4 | -2 | -4 | -3 | 0.2 | 1
O=C(CSc1ccc(-c2ccc(F)cc2)nn1)NCCc1ccccc1 | -0.1 | -0.2 | 2 | 1.7 | -6 | 8 | 5 | -1.3 | -5
Cc1cc(Cl)cc(C)c1OCCOCCNCc1ccccc1 | -1.1 | 0.5 | -9 | -2.9 | -7 | -1 | -3 | 2.0 | -19
CCCCN1CCS(=O)(=O)N(Cc2ccccc2Br)CC(C(=O)OC)C1 (configuration not stated) | 1.0 | -2.7 | 49 | -0.6 | -7 | 11 | -5 | -0.5 | -7
O=C(c1ccc2c(c1)OCCO2)N(c1ccccn1)C1CCCCC1 | x | 0.1 | 4 | -0.7 | -1 | 3 | 6 | -0.3 | -8
CC[C@H](C)C(C(=O)N1CCN(C(=O)OC(C)(C)C)CC1)n1cc(C(Cc2ccc(O)cc2)NC(=O)OC(C)(C)C)nn1 (some centres not stated) | 1.3 | 16 | 25 | -0.4 | 8 | 22 | -1 | -0.5 | 5
Cc1nn(-c2ccc(Cl)c(Cl)c2)c(=O)c2ccccc12 | x | 0.0 | -2 | -4.3 | -3 | -6 | -7 | -0.1 | -2
CC(=O)c1ccc(N2CCN(C(=O)CNS(=O)(=O)c3ccc4c(c3)OCCCO4)CC2)c(F)c1 | 0.5 | 18 | 7 | -1.4 | -9 | 1 | 7 | -1.0 | 13
O=C(O)[C@@H]1CSC2c3ccccc3C(=O)N21 (some centres not stated) | -0.4 | 0.9 | 2 | 1.4 | -2 | -8 | 1 | 0.4 | u
COc1ccccc1C(=O)COC(=O)CNS(=O)(=O)c1ccc(C)cc1 | -0.5 | -0.4 | -1 | 0.9 | 4 | 4 | -6 | -0.8 | -8
Cc1ccc(CCSc2ccc(C(C)C)cc2)cn1 | 0.3 | 0.3 | 6 | 0.3 | -4 | -21 | 3 | 0.1 | -6
O=C(Nc1cc(C(F)(F)F)ccc1-n1cncn1)c1ccc([N+](=O)[O-])o1 | 0.8 | -1.0 | -11 | 1.8 | -3 | -2 | -6 | -2.9 | -7
O=C(N=Nc1c(O)[nH]c2ccc(Br)cc12)c1ccccc1-n1cccc1 | -0.5 | 6.2 | -9 | -1.9 | -7 | -4 | 7 | -3.4 | -8
CCc1nc2c(OCc3c(C)noc3C)cccn2c1N(C)C(=O)C(C)C | x | x | -5 | -3.0 | -1 | x | x | -0.1 | -4
COc1ccc(OC)c(NC(=O)CCC(=O)Nc2nnc(C(C)C)s2)c1 | -0.3 | -0.7 | -3 | 0.0 | -1 | 24 | 1 | 0.8 | -9
CC(=O)c1ccccc1NC(=O)COC(=O)CSCC(=O)Nc1cc(C)on1 | -0.3 | 0.7 | 4 | -3.5 | 3 | 15 | 4 | -0.6 | 3
COc1ccc2c(C)nc(Nc3nc(-c4ccccc4)cc(=O)[nH]3)nc2c1 | 0.8 | 0.1 | 6 | -0.7 | -1 | 9 | -2 | 0.6 | 1
COC(=O)c1ccc(COC(=O)c2cnc(Cl)c(Cl)c2)cc1 | 4.9 | -1.0 | 5 | -1.0 | -11 | 9 | 9 | 0.2 | -11
CC(=O)c1c(C)oc2ccc(NS(=O)(=O)c3cccs3)cc12 | 1.0 | 0.6 | 10 | -0.3 | 4 | 2 | -4 | -1.4 | -4
COc1ccc(Cl)cc1NC(=O)CN1C(=O)NC(C)(Cc2ccc(OC)c(OC)c2)C1=O (configuration not stated) | 1.2 | 0.9 | 1 | -0.6 | -4 | -2 | -6 | 0.6 | 2
COc1cc(/C=C/c2cc(OC(C)=O)c3ccccc3n2)c(OC(C)=O)c([N+](=O)[O-])c1 | x | 0.5 | 9 | 0.9 | -1 | 0 | 2 | 2.8 | 3
Cc1nc(SCC(=O)N2CCOCC2)c2ccsc2n1 | x | -0.8 | -4 | -2.0 | -2 | 12 | 3 | -0.7 | -30
Cc1cccc(N=Nc2c(N)n[nH]c2N)c1 | 5.6 | -0.3 | -5 | 0.2 | 26 | 18 | -11 | 2.6 | -13
CCC(C)N1CCN(C(=O)Cc2ccccc2)CC1 (configuration not stated) | x | 0.4 | -9 | 0.9 | -5 | 8 | -8 | 0.5 | -3
COc1cccc(NC(=O)C(C)N2C(=O)c3ccccc3C2=O)c1 (configuration not stated) | -0.9 | -1.1 | 0 | -5.2 | -2 | 1 | 2 | -0.5 | -6
O=C(CSc1n[nH]c(=O)[nH]c1=O)Nc1ccc(SC(F)F)cc1 | -0.8 | 0.0 | -6 | -3.0 | 3 | 4 | -12 | 0.0 | -10
CC(O)C(NC(=O)OCc1ccccc1)C(=O)OCc1ccccc1 (configuration not stated) | 1.9 | -1.2 | 6 | -0.4 | 2 | -2 | -5 | 4.4 | 5
O=C(O)c1ccccc1CSc1nnc2c(n1)[nH]c1ccccc12 | 0.1 | 0.7 | 5 | -1.8 | -4 | -9 | 8 | 0.3 | 4
COc1c2ccoc2nc2c(OC)c(OCC(O)C(C)(C)O)ccc12 (configuration not stated) | x | 1.1 | 12 | 0.6 | -3 | -63 | -8 | -0.3 | 9
C=CCN1C=CC(=O)CC1 | -0.4 | -1.9 | 1 | 2.3 | 2 | 9 | -1 | 0.3 | 0
CCCn1cc(CN2CCC(n3nccc3NC(=O)C(OC)c3ccccc3)CC2)c(C)n1 (configuration not stated) | 0.3 | -1.7 | 4 | 0.0 | 1 | -10 | -2 | -1.1 | -2
NC(=O)CC(NC(=O)Cc1cccc2ccccc12)c1ccc(NCc2ccc(F)cc2)c([N+](=O)[O-])c1 (configuration not stated) | 0.2 | 1.7 | 33 | -2.4 | 6 | 10 | -8 | -0.9 | 0
CN1CCN(c2oc(/C=C/c3ccccc3)nc2C#N)CC1 | 1.3 | 0.2 | 4 | -0.2 | 1 | -11 | -5 | -0.8 | -8
COc1ccccc1N1CC(C(=O)OCC(=O)c2c(N)n(C)c(=O)n(C)c2=O)CC1=O (configuration not stated) | 3.8 | x | 5 | -0.2 | -5 | 0 | -3 | 0.1 | -5
COc1cc(-c2cc(=O)c3c(O)cc(O)cc3o2)ccc1O | x | x | -7 | 2.2 | -9 | x | x | -1.1 | -8
CC(C(=O)O)c1n[nH]c(=O)c2ccccc12 (configuration not stated) | x | -1.1 | -1 | 0.8 | 1 | 1 | -1 | -0.2 | -6

# Rows were taken by chance; any-hit rate near 2.3%.
